# Screening data (PubChem BioAssay)
# MITF act: increases MITF-driven TRPM1 promoter luciferase signal; SK-MEL-5 TRPM1-promoter luciferase, 24 h; % of positive control, neutral wells = 0; activation, % at 12.5 µM; 300,000 compounds, 0.75% hits;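 active = mean activation of at least 80% with every replicate also reaching 80%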;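 note: 0% = neutral control wells and 100% = parthenolide positive control wells; values of inactives mirror those of a sister screen read the other way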
# CDK5 p35 inh: blocks human CDK5/p35 kinase activity. Recombinant CDK5/p35, ADP-Glo luminescence, 60 min. inhibition, % at 10 µM. 330,000 compounds, 0.01% hits. AID 488839;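 active = highest replicate inhibition of at least 50% and at least 75% of replicates reaching 50%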;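 note: plate controls were DMSO neutral control for no effect and GW8510 at 10 µM for full effect; many of its hits are not listed in these tables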
# HTR5A ag ctr: HTR5A agonism, opioid heterodimer counter-screen. P47898. HTR5A agonist assay, luminescence, cell-based. activation, % at 9.3 µM. 340,000 compounds, 0.61% hits; in the data active = activation mostly above about 9.5%, no sharp cut-off; inactive = mostly below about 7.6%;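 note: 0% = cells with vehicle only and 100% = reference agonist; strong numbers were not always called active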
# SR-BI DiI inh: inhibitors of mouse SR-BI mediated HDL lipid uptake. ldlA[mSR-BI] CHO cells, DiI-HDL uptake fluorescence, 3 h. inhibition, % at 12.5 µM. 320,000 compounds, 0.96% hits;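 active = mean replicate inhibition of at least 70% and a set share of replicates each scoring 70 or more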;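 note: 0% = median of neutral control wells and 100% = median of positive control wells; values of inactives mirror those of a sister screen read the other way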
# HTR5A inv ctr: counter-screen for OPRM1-OPRD1 inverse agonists: human HTR5A inverse agonism. P47898. HTR5A cell line, luminescence. inhibition, % at 9.3 µM. 340,000 compounds, 0.083% hits. AID 504634; in the data active = inhibition mostly above about 23%, no sharp cut-off; inactive = mostly below about 18%;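 note: 0% = cells with DMSO and 100% = no-cell wells with DMSO; some compounds called inactive have numbers as strong as hits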
# V-ATPase pH: regulators of yeast V-ATPase proton transport | AID 504577 | S. cerevisiae, pHLuorin cytosolic pH fluorescence | 350,000 compounds, 0.37% hits | response, % at 10 µM; in the data active = response mostly above about 7.3%, no sharp cut-off; inactive = mostly below about 5.4%; note: actives read high; inactives centre near 0; some compounds called inactive have numbers as strong as hits; reference of the scale not given here
# NSD2 inh: NSD2 (human) methyltransferase inhibition | O96028 | NSD2 peptide methylation, AlphaScreen, 120 min | inhibition, % at 12.5 µM | 310,000 compounds, 0.54% hits | AID 743445; in the data active = inhibition above about 50%
# Target sequence (O96028 whole entry, looked up): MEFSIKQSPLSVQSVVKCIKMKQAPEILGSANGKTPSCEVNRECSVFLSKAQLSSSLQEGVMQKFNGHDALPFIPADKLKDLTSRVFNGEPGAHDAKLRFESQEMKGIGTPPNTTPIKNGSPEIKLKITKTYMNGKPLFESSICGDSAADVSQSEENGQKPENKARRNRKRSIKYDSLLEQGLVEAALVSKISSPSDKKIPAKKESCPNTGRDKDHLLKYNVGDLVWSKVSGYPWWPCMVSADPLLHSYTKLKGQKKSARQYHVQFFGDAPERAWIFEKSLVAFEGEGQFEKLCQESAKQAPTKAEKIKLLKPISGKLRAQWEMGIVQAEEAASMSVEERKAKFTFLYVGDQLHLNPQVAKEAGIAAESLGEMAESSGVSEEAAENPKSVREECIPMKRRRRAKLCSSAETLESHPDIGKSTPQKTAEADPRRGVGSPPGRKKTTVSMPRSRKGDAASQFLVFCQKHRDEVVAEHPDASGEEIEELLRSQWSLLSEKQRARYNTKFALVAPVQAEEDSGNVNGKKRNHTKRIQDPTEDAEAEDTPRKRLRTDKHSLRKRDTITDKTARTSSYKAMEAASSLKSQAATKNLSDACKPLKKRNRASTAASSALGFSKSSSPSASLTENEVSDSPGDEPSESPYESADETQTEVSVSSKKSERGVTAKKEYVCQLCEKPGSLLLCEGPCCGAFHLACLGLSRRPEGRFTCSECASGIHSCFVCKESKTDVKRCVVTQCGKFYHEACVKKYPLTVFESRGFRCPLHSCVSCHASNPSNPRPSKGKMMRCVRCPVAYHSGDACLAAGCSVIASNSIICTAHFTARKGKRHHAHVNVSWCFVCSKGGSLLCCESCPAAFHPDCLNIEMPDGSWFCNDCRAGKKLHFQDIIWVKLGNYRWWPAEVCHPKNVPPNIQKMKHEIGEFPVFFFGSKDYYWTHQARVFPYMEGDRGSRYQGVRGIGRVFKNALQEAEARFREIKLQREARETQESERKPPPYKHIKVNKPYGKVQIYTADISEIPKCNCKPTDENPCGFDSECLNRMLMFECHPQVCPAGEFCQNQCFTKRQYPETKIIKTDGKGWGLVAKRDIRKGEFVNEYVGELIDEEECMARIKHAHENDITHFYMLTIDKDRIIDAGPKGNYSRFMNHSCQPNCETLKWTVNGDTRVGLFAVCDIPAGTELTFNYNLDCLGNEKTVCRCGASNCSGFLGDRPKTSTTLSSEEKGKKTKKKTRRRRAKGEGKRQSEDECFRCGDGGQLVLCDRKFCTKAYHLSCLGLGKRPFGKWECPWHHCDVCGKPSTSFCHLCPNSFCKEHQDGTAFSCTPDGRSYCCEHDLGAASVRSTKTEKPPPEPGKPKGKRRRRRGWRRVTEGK
# Wnt bcat act: activates Wnt/beta-catenin signaling in a reporter cell assay; activation, % at 9.35 µM; 300,000 compounds, 1.2% hits; activator, plate reader; AID 743398; in the data active = activation above about 30%, passing the limit was not always enough;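 note: 0% = neutral control wells and 100% = positive control wells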
# dFosB activator: mouse delta FosB homodimer activation | P13346 | purified delta FosB, TAMRA-CDK5 oligo fluorescence polarization; percent of positive-control signal above neutral wells | activation, % at 25 µM | 340,000 compounds, 0.99% hits;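 active = mean activation above about 17%, with every replicate also reaching it, limit read from the data, passing the limit was not always enough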;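 note: fluorescence polarization rise as delta FosB binds a TAMRA Cdk5 AP-1 oligo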
# PvdQ inh: blocks Pseudomonas aeruginosa PvdQ acylase activity | purified PvdQ acylase, fluorescence plate reader | inhibition, % at 10 µM | 340,000 compounds, 0.063% hits | AID 488965; in the data active = inhibition above about 30%, passing the limit was not always enough;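 note: 0% = vehicle neutral wells and 100% = reference inhibitor wells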
# * hit, by the source's call; x = not tested or not shown.
SMILES,MITF act,CDK5 p35 inh,HTR5A ag ctr,SR-BI DiI inh,HTR5A inv ctr,V-ATPase pH,NSD2 inh,Wnt bcat act,dFosB activator,PvdQ inh
Cn1c(N=Cc2ccc([N+](=O)[O-])cc2)c(N)c(=O)n(C)c1=O,1,1.3,0,1,0,-1,2,-4,-10,14
COc1cc(CNC(=O)c2cc(C(=O)NCc3cc(OC)cc(OC)c3)n(C)n2)cc(OC)c1,-15,-1.2,0,61,-1,-3,-1,1,-9,-4
O=S(=O)(NCC(c1ccco1)N1CCCCC1)c1ccccc1C(F)(F)F (centres undefined),2,-1.1,12,-13,-29,3,0,0,-6,-1
Cc1c(NC(=O)COc2cccc(F)c2)c(=O)n(-c2ccccc2)n1C,0,0.0,-1,-15,-10,-2,4,14,1,-5
CCCC1(C(=O)OC)NC(c2ccc(OC)c(OC)c2)C2C(=O)N(c3ccc4c(c3)OCO4)C(=O)C21 (centres undefined),x,-0.3,5,-21,-14,1,-1,-7,-8,8
CCN1CCCC1CNC(=O)C(=O)NC1CC1 (centres undefined),1,0.0,5,-8,9,1,-7,x,3,-15
COc1ccccc1NC(=O)CCC(=O)N1CC(C)Oc2ccc(C)cc21 (centres undefined),2,0.1,7,15,-20,-3,x,-3,-4,-3
CN(c1ccc(C(=O)NCCSC(C)(C)C)cc1)S(C)(=O)=O,72,-1.9,-2,-1,8,9,-2,x,-8,1
COC(=O)c1cccc(NS(C)(=O)=O)c1,-2,0.2,-4,-17,-6,2,-1,1,1,-10
Cc1cc(C)n(C2CC(=O)N(c3ccc(Cl)c(Cl)c3)C2=O)n1 (centres undefined),x,-0.2,0,-12,-7,0,-1,-1,3,-20
CC(OC(=O)c1cc(=O)c2ccccc2o1)C(=O)c1ccccc1 (centres undefined),4,-2.6,-2,8,6,-2,1,-4,3,-10
COc1ccc(S(=O)(=O)N2CCCOC2CNC(=O)C(=O)NCc2ccco2)cc1C (centres undefined),-5,0.9,6,-1,-18,-1,-1,-1,-1,-1
Cc1cccc2sc(N(CCCN(C)C)C(=O)c3sc4ccccc4c3Cl)nc12,4,0.2,0,-36,-6,-1,10,x,-38,15
CC(=O)OC1C=CCC2C(=O)c3cccc(O)c3C(O)C12 (centres undefined),5,-0.4,-2,-10,7,-5,0,-2,2,29
Cc1cccc(OCc2nnc(SCC(=O)N3c4ccccc4Sc4ccc(Cl)cc43)o2)c1,5,0.1,5,45,-13,-2,-2,-3,3,-15
O=C(CSc1nnc(-c2cnccn2)n1Cc1ccco1)c1ccccc1,4,2.0,4,-14,-9,4,-1,2,0,-2
COCc1cc(C)nc(SCC(=O)Nc2ccc(N3CCOCC3)cc2)c1C#N,0,-5.7,2,26,-7,2,2,-1,-5,-20
N#CC1=C(N)N(c2ccccc2)C(c2ccccc2)C1(C#N)C#N (centres undefined),-6,-0.4,-6,13,-2,1,-4,x,-7,5
COc1ccccc1-c1nc2n(n1)C(c1ccccc1Cl)C(C(N)=O)=C(C)N2 (centres undefined),2,2.8,-2,-25,6,1,x,0,-1,-6
Cc1nc2c(cnn2-c2ccccc2Cl)c(=O)n1-c1ccc(C(C)C)cc1,-2,-1.1,3,1,-19,1,-1,-7,1,0

# A few values from above.
# NSD2 inh result of COCc1cc(C)nc(SCC(=O)Nc2ccc(N3CCOCC3)cc2)c1C#N → 2
# HTR5A ag ctr result of COc1ccccc1-c1nc2n(n1)C(c1ccccc1Cl)C(C(N)=O)=C(C)N2 (centres undefined) → -2

# New compounds follow
SMILES,MITF act,CDK5 p35 inh,HTR5A ag ctr,SR-BI DiI inh,HTR5A inv ctr,V-ATPase pH,NSD2 inh,Wnt bcat act,dFosB activator,PvdQ inh
CC1(C)CC(=O)C=C(Nc2ccc(OCC(F)(F)C(F)F)cc2)C1,-2,-2.3,0,1,4,-1,-5,-4,0,-5
COCCn1cnc2c1c(=O)n(Cc1ccc(C#N)cc1)c(=O)n2Cc1ccccc1,-2,-0.1,0,-5,-10,-2,4,-5,-2,-6
CN=c1scc(-c2c[nH]c3ccccc23)n1C,-13,0.3,0,-13,1,-1,2,-2,-8,-1
C=CC(O)(C#CCN(CC)CC)c1ccccc1 (centres undefined),-7,1.6,8,-15,-3,-1,-2,-1,4,-1
O=S(=O)(Nc1ccc(-c2cn3cccnc3n2)cc1)c1ccccc1,16,-2.6,x,3,x,0,-3,0,-8,-10
Cc1cc(S(=O)(=O)N2CCOCC2)ccc1OCC(=O)Nc1ccc(F)cc1F,3,-0.7,4,x,-11,-1,1,-2,-2,-12
O=c1c2ccccc2cnn1Cc1n[nH]c(=S)n1-c1ccccc1Cl,0,-0.7,1,-9,-44,-2,-3,-2,5,1
O=C(c1ccc2c(c1)OCO2)N1CCC2(CC1)Oc1ccc(F)cc1C(=O)C21CC(c2cccnc2)=NO1 (centres undefined),-3,1.1,9,-6,-13,-1,x,-2,-2,-13
O=C(Cn1c(=O)c2c(ncn2Cc2ccccc2)n(Cc2ccccc2)c1=O)N1CCc2ccccc21,-7,-3.3,1,-4,-36,-1,-3,-5,0,-6
Cc1ccc(N2CC(=O)Nc3c(oc4nc(-c5ccccc5)cc(C)c34)C2=O)cc1,x,1.0,1,-11,1,-3,1,-6,24*,-6
CC1(C)CC(NC(=O)c2ccccn2)CC(C)(C)N1O,1,-2.0,-5,-44,12,0,-1,56*,3,-14
CC1CCCN(c2nc3nonc3nc2Nc2ccccc2F)C1 (centres undefined),-4,-0.8,4,-27,-1,0,-2,-1,-3,-6
CC(C)c1onc(C(=O)N(C)C2CCCCC2)c1[N+](=O)[O-],-5,0.1,-1,14,5,2,-3,0,2,-13
Cc1cccc(C)c1NC(=O)CNC(=O)c1ccc2ccccc2n1,-15,-0.6,-3,-20,9,-1,1,-1,-7,-14
NC(=O)CC(NC(=O)c1ccccc1)c1ccc(N2CCC(Cc3ccccc3)CC2)c([N+](=O)[O-])c1 (centres undefined),-13,-1.4,1,x,-12,4,x,4,-4,-7
COc1ccc(OC)c(Nc2nc3ccc(C)cc3n3cnnc23)c1,x,1.7,2,38,-7,7,-2,-1,-4,-26
Cc1ccc(NC(=O)CSc2nnc(-c3ccc(S(=O)(=O)N4CCOCC4)cc3)n2C)cc1,6,-0.3,2,9,-4,-3,-1,-3,0,-9
COc1ccc([C@H]2CC(=O)C=C(c3ccc(OC)cc3OC)C2)cc1,4,-0.6,3,52,-26,-14,x,-11,2,20
COc1cc(-c2noc(CCC(=O)NC3CCCC3)n2)cc(OC)c1OC,-3,0.2,4,x,-11,-2,-3,-1,2,-10
COc1ccccc1CN1CCNC(=O)C1CC(=O)N(C)CC1CCOCC1 (centres undefined),1,-1.2,-2,-1,-17,-1,3,-1,-4,-10
CC(=O)NC(=S)Nc1ccc(-c2nc3ccc(C)cc3s2)cc1,46,0.0,0,29,11,-5,1,22,-3,-11
COc1ccccc1-n1c(=S)[nH]c2c(sc(=S)n2-c2ccccc2)c1=O,1,0.0,-3,3,6,8,x,-1,-3,0
CC1CCC(C(C)C)C(OCC(O)CNC(C)(C)C)C1 (centres undefined),-3,-1.4,5,-7,-31,1,0,-1,3,-18
COc1ccc(N2CCN(S(=O)(=O)c3cc(-c4cc(C)no4)ccc3C(C)C)CC2)cc1,-3,-1.4,-3,28,5,4,3,-4,-14,-1
COc1ccc(C(=O)NCCc2c[nH]c3ccccc23)cc1OC,-3,-0.7,-4,19,-9,-2,0,0,-8,-7
COCc1cc(C)nc(SCC[N+](C)(C)CC(=O)c2ccc(Br)cc2)c1C#N,-6,0.8,-1,64,2,-1,13,-2,-11,-18
COc1ccc(-n2nnnc2SCC(=O)Nc2c(C)n[nH]c2C)cc1,-9,-0.6,-1,-5,5,3,-1,-4,6,-10
O=C(NNC(=O)c1ccccc1F)c1ccc(-n2cncn2)c([N+](=O)[O-])c1,-2,0.6,5,-9,14,-1,-2,-2,-7,-5
CC(=O)NCCCCCCNC(C)=O,2,-0.4,-2,-11,4,1,x,-6,0,0
COc1cc(C)c(S(=O)(=O)N2CCCC2)cc1C(C)C,3,1.0,0,31,0,3,-2,0,-2,6
NS(=O)(=O)c1ccc(N2CCCC2=O)c([N+](=O)[O-])c1,7,-2.9,-1,-7,4,3,-4,-1,-1,-9
O=C1OCc2ccc(NC(=O)C3CC3)cc21,-7,0.7,1,-22,-3,-2,-2,0,-6,17
Cc1cccnc1NC(=O)C1c2ccccc2Oc2ccccc21,10,-0.6,8,-35,-20,-8,-1,0,0,10
CC1(C)CC(=O)C(C=Nc2ccc3c(c2)OCO3)=C(O)C1,43,-2.4,5,-10,1,1,0,x,-2,-1
Cc1cc(C)cc(N(CC(=O)NC2CCC(C)CC2)S(=O)(=O)c2c(C)[nH]c(=O)[nH]c2=O)c1 (centres undefined),4,-1.7,0,x,-13,0,x,3,-9,-6
CCOC(=O)N1CCC(NS(=O)(=O)c2cc3c(cc2C)NC(=O)CO3)CC1,x,-2.0,4,-9,29,8,x,-6,-1,-1
O=C1C=C(NCc2ccco2)C2(CCCCC2)O1,8,-0.8,-3,12,-16,0,1,x,-2,-15
N#C/C=C/C(=C\Nc1ccc(Cl)cc1)S(=O)(=O)c1ccccc1,-2,-1.9,4,85*,-15,-1,-1,-1,1,-17
O=C(Cc1ccccc1)NCC(=O)OCC(=O)c1ccc(OC(=O)c2ccccc2)cc1,15,1.2,3,1,-1,2,-6,x,1,-1
Cc1ccc(NC(=O)COC(=O)c2ccccc2F)cc1S(=O)(=O)N1CCCCC1,-5,0.6,-4,-11,11,-2,-1,-1,-10,-4
COc1ccc(C(=O)NCc2ncccc2C)cc1OC1CCN(C(C)=O)CC1,-3,0.8,-7,63,17,-2,-1,-2,-2,7
COC(=O)c1ccccc1NC(=O)CN(c1cc(OC)ccc1OC)S(C)(=O)=O,x,-0.3,-4,-3,-1,6,-2,x,-10,-11
COc1ccc(CNC(=O)CN2CCN(S(=O)(=O)c3cccs3)CC2)cc1OC,-2,0.2,2,-2,1,1,x,0,-5,-6
Cc1ccc(S(=O)(=O)NCCNC(=O)CN2CCOCC2)cc1,x,-2.6,4,x,-12,-5,0,-2,-1,8
COc1ccc(CNC(=O)COC(=O)c2n[nH]c3ccccc23)cc1,-3,-0.5,5,-23,3,0,0,0,2,2
COc1ccc2[nH]cc(S(=O)(=O)c3ccc(C)cc3)c2c1,-10,-1.1,6,-16,-9,0,1,-1,-6,-4
CC12CN(C(=O)c3ccco3)CC(c3ccccc3)(CN(C(=O)c3ccco3)C1)C2=O,-4,-0.5,7,-6,-22,0,-1,x,1,4
COc1ccc(C(C)(C)C)cc1NC(=O)c1c(C)noc1C,-6,1.2,4,54,-16,0,-2,x,1,-17
Cc1cc(NS(=O)(=O)c2ccc(NC(=O)c3cc4c(=O)n5ccccc5nc4s3)cc2)nc(C)n1,10,0.5,6,-7,7,-4,x,-6,-26,-27
O=C1CCCCCC1C1(O)C(=O)Nc2ccc(Br)cc21 (centres undefined),x,-0.9,-3,19,8,1,x,x,-7,-15
CCc1ccc(-c2cc3c(=O)n(CC(=O)NCCCN4CCN(CC)CC4)nc(C)n3n2)cc1,53,0.2,2,4,-10,1,29,1,-3,-5

# An excerpt from above, reduced to V-ATPase pH, HTR5A ag ctr and MITF act.
molecule,V-ATPase pH,HTR5A ag ctr,MITF act
Cc1cc(NS(=O)(=O)c2ccc(NC(=O)c3cc4c(=O)n5ccccc5nc4s3)cc2)nc(C)n1,-4,6,10
O=C1CCCCCC1C1(O)C(=O)Nc2ccc(Br)cc21 (centres undefined),1,-3,x

# An unsorted share of the library (roughly 5% active in at least one column).
